Compound activity deposited in PubChem by National Center for Advancing Translational Sciences (NCATS).
PI5P4K alpha inh – blocks human PI5P4K alpha kinase activity; P48426; max response, %; AID 652105; PI5P4Kalpha enzyme, ADP-Glo luminescence, 60 min; active compounds read low; hit rate 1.2% among 330,000; active = max response of -50% or lower; inconclusive = between -30% and -50%; inactive = -30% or higher; also: value at the top dose of about 77 µM; % is scaled to controls: 0 for no effect and ±100 for the full control effect
Target sequence (P48426 whole entry, looked up): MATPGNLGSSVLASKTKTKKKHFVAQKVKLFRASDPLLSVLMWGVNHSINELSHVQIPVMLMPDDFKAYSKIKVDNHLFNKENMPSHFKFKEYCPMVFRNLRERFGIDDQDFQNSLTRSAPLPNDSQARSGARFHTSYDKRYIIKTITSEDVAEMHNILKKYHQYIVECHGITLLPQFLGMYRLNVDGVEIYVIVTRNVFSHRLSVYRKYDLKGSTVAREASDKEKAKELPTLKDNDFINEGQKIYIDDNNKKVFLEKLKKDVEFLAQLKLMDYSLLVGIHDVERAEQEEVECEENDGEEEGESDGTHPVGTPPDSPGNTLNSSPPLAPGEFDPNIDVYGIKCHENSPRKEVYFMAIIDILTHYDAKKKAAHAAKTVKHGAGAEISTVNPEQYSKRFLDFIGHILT
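Reactions run in 0.038 M HEPES pH 7.4, 0.28 mM EGTA, 0.1% CHAPS and 5% DMSO, with PI5P4Kalpha, substrate, compound and 5 microM ATP final, one hour at room temperature. Readout is ADP-Glo luminescence.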
EPAC1 ag – activates human EPAC1 exchange factor | EPAC1 agonist qHTS, biochemical assay; response scale: 100% = response to 6.5 mM cAMP | Potency, µM (series often up to 154 µM), inactives show at the highest dose activation, usual class: activators | hit rate 0.073% among 360,000 | AID 720707; also: potency is read from the fitted curve at half-maximal effect; nearly all actives have a fitted effect of over 60% in size
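Normalized to 6.5 mM cAMP, activity reflects EPAC1-catalysed release of BODIPY-GDP from Rap1B, followed kinetically over 30 min at 480 nm excitation, 540 nm emission. Reaction contained 100 nM EPAC1, 250 nM Rap1B-BODIPY-GDP, 50 uM GDP.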
IL2 activator – activators of IL-2. IL-2 activation reporter assay, cell-based qHTS; stimulated with anti-CD3/CD4/CD28 beads; in transgenic mouse T cells. activation, % (series mostly up to about 46 µM). hit rate 0.065% among 360,000. AID 652025; in the data active = activation above about 50%; inconclusive = mostly about 30% to 49%; also: 0% is about no effect
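Screening format: compound pinned onto unstimulated transgenic mouse T cells, 60 min incubation, then anti-CD3/anti-CD4/anti-CD28 bead stimulation for 18 hours at 37 degrees C, followed by EGFP and DsRed detection.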
EPAC1 antag – antagonists of human EPAC1; EPAC1 GEF assay, Rap1b-BODIPY-GDP exchange fluorescence; Potency, µM (highest dose often 115 µM), without a hit: at the top dose activity change, negative = inhibition, actives largely listed as inhibitors; hit rate 0.14% among 360,000; O95398;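 also: potency is read from the fitted curve at half-maximal effect; plate controls were vehicle for no effect and positive control for full effect; nearly all actives have a fitted effect of over 50% in size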
Abeta yeast res – compounds reversing amyloid beta toxicity in yeast | hit rate 0.063% among 410,000 | AID 1347071 | Potency, µM (doses to about 46.1 µM), inactives show top-dose growth rescue, actives largely listed as activators | yeast expressing A-beta42, growth rescue, OD600, 48 h; response scale: 0% DMSO, 100% iron-clioquinol control; also: potency is read from the fitted curve at half-maximal effect; nearly all actives have a fitted effect of over 55% in size
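Yeast A-beta toxicity model in growth medium with pinned compounds, 48 h at 30 C; growth read as absorbance at 600 nm. Normalized to FeCl3/clioquinol equimolar mix (positive) and DMSO (negative).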
WRN helicase inh – WRN helicase (human) inhibition; Q14191; Potency, µM (doses to about 114 µM), without a hit: at the top dose activity change, negative = inhibition, hits mostly inhibitors; hit rate 0.46% among 360,000; WRN helicase unwinding, fluorescent forked duplex, kinetic; also: potency is read from the fitted curve at half-maximal effect; % is scaled to controls: 0 for no effect and ±100 for the full control effect; nearly all actives have a fitted effect of over 55% in size
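WRN at 20 nM final was preincubated with compound for 15 min at room temperature; reaction started with 100 nM forked duplex oligonucleotide carrying fluorophore and quencher plus 2 mM ATP (final). Unwinding followed kinetically by red fluorescence (ex 525/em 598 nm).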
PLK1 PBD inh – blocks phosphopeptide binding to human PLK1 polo-box domain; P53350; Plk1 PBD binding of FITC phosphopeptide, fluorescence polarization; Potency, µM, without a hit: max response, negative = inhibition, actives largely listed as inhibitors; hit rate 2.8% among 360,000; also: potency is read from the fitted curve at half-maximal effect; series mostly up to about 57 µM; % is scaled to controls: 0 for no effect and ±100 for the full control effect; nearly all actives have a fitted effect of over 65% in size
Target sequence (P53350 whole entry, looked up, the tested form may be a part): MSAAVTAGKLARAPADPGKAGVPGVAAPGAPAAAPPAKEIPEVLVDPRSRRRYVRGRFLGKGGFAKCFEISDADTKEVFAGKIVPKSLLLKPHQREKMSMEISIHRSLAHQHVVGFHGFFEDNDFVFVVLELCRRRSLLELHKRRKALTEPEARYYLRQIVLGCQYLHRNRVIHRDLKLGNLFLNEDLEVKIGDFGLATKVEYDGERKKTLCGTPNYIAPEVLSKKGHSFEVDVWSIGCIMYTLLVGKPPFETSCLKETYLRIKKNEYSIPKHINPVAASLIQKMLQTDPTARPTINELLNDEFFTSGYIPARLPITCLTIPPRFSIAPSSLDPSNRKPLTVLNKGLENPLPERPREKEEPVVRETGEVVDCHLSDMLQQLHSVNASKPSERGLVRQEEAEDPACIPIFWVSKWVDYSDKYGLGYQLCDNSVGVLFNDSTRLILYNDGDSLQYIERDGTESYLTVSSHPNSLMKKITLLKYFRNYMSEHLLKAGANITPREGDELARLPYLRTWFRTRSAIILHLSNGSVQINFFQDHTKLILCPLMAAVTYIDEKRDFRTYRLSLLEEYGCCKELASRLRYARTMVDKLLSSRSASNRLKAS
FUS suppressor – FUS proteinopathy suppression in yeast | S. cerevisiae FUS-expressing, growth rescue, OD600, 24 h | Potency, µM (top dose mostly 76.6 µM), for inactives: top-dose growth rescue (activation), actives largely listed as activators | hit rate 0.24% among 390,000;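 also: potency is read from the fitted curve at half-maximal effect; plate controls were DMSO vehicle for no effect and reference control for full effect; nearly all actives have a fitted effect of over 55% in size; some results filed as inactive show a strong effect at the top dose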
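FUS-expressing yeast, raffinose-pregrown, induced in 2% galactose minimal medium at OD 0.005; compounds in a dilution series, 24hr at 30C. Growth restoration read as absorbance at 600 nm. CP55940 positive control, DMSO negative.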
An asterisk follows results filed as active; ? = inconclusive; / = not tested or not shown; [ ] = remark or other dose. Unless noted, calls follow the shape of the dose curve; as a rule, active = well fitted curve in the direction sought with a large enough effect; inconclusive = small, poorly fitted or top-dose-only effect, or another doubt; inactive = no such curve, though single readings can be large; an effect the other way counts as inactive or inconclusive.

Values run as follows: PI5P4K alpha inh	EPAC1 ag	IL2 activator	EPAC1 antag	Abeta yeast res	WRN helicase inh	PLK1 PBD inh	FUS suppressor
CC(Oc1ccc(Cl)cc1Cl)C(=O)NCCCCc1ccccc1 (stereo not drawn)
→ 27	-4%	0.3	-17%	-8%	-1%	-6%	?
CC(C)CN(C(=O)COc1ccc([N+](=O)[O-])cc1)c1c(N)n(CC(C)C)c(=O)[nH]c1=O
→ 2	-2%	0.4	0%	?	-4%	-6%	-28%
CC[C@@H]1[C@H]2CCCC(=O)N3CC[C@@H](C[C@@H]1OC(=O)Nc1ccccc1)[C@@H]23
→ 6	-23%	-0.2	-13%	-4%	-3%	-8%	10%
CC(=O)C(N=Nc1ccccc1)(Sc1nnc(-c2ccccc2)n1-c1ccccc1)C(C)=O
→ /	-6%	-2.2	-4%	?	-2%	0%	29%
CC(C)Cn1c(=O)c2c(nc3n2CCCN3CCc2ccccc2)n(C)c1=O
→ 3	9%	0.8	-14%	-29%	-30%	-8%	6%
COc1ccc(NC(=O)c2cccc3c2C(=O)N(C2CCCCC2)C3)cc1
→ 8	3%	0.2	-2%	-2%	1%[57.1 µM]	5%	3%
CN(C)CCn1c(N)nc2ccccc21
→ 8	-13%	6.6	-9%	3%	1%	-1%	-5%
COCCNC(=S)N(CCCO)Cc1cc2cc3c(cc2[nH]c1=O)OCO3
→ -7	-2%	-1.5	2%	-8%	11%	-6%	-28%
CCn1c(SCC(=O)NC2CC2)nnc1-c1ccccn1
→ -2	11%	-3.0	-16%	7%	8%	-4%	-29%
COc1ccc2c(c1)c1ncn(Cc3ccc(F)cc3)c(=O)c1n2C
→ 8	-1%	0.0	-10%	10%	-24%	-3%	1%
c1coc(-c2nc(N=C3N=c4ccccc4=N3)[nH]c2-c2ccco2)c1
→ ?	-1%	-0.8	-11%	-9%	-8%	-1%	16%
COc1ccc(C(C)NC(=O)C2CCCO2)cc1OC (stereo not drawn)
→ /	1%	-1.3	6%	23%	-2%	-7%	-2%
Cc1ccc(S(=O)(=O)N2CCC(C(=O)N3CCCCCCC3)CC2)cc1
→ -10	5%	-1.8	-15%	-17%	8%	-4%	37%
CC(=NNC(=O)c1cc(C)nc2ccccc12)c1ccc(N2CCOCC2)cc1
→ 1	0%	5.1	2%	-1%	-11%	-4%	4%
COc1ccc(N=C/C=C2\C=C(c3ccccc3)OC(C)(C)O2)cc1
→ /	0%	-0.8	0%	5%	-3%	?	38%
COc1ccc(-c2nnc3ccc(SCC(=O)N4CCCCCC4)nn23)cc1OC
→ -5	15%	3.3	-3%	-9%	-1%	-7%	-7%
COc1cccc2cc(C(=O)OCC(=O)N3CC(C)OC(C)C3)c(=O)oc12 (stereo not drawn)
→ 2	8%	-0.7	7%	12%	6%	-4%	-8%
O=C(NCC1CCCO1)C(c1ccc(F)cc1)N(CCCN1CCOCC1)C(=O)c1ccc(-c2ccccc2)[nH]1 (stereo not drawn)
→ -5	1%	-3.3	-9%	-2%	4%	5%	3%
S=c1[nH]nc(COc2ccc(Cl)cc2)n1-c1ccccc1
→ -8	-7%	-1.6	2%	?	10%	-3%	6%
COc1ccc(C(=O)Cn2c(NCCCO)nc3ccccc32)cc1OC
→ -4	-12%	-2.3	-25%	4%	-4%	-5%	-13%

Values run as follows: PI5P4K alpha inh	EPAC1 ag	IL2 activator	EPAC1 antag	Abeta yeast res	WRN helicase inh	PLK1 PBD inh	FUS suppressor
COc1ccccc1N1CCN(CC(=O)NCc2ccc(Cl)cc2)CC1
→ 9	0%	0.3	?	-17%	-2%	-16%	14%
CNC(=S)NNC(=O)c1oc2nc(-c3ccccc3)cc(C)c2c1N
→ -14	-3%	-4.3	-27%	-6%	-13%	-2%	51%
O=C(O)c1cccc([N+](=O)[O-])c1C(=O)Nc1nc2ccccc2s1
→ 2	-11%	1.7	2%	-7%	0%	-3%	-26%
CCOc1ccccc1NC(=O)CN1C(=O)CSC(C)C1=O (stereo not drawn)
→ 2	-1%	1.3	1%	3%	2%	-13%	9%
COc1ccc2[nH]cc(CCNC(=O)c3ccco3)c2c1
→ 4	-14%	-0.6	3%	-24%	-3%	-12%	-18%
Cc1nc(C)c(-c2ccc(SCc3ccccc3F)nn2)s1
→ -3	4%	0.6	-10%	-2%	-1%	-3%	2%
O=C(CSc1cccc2cccc(Cl)c12)OCC(=O)N1CCN(C(=O)c2ccco2)CC1
→ -11	4%	-0.9	-5%	16%	-11%	?	?
O=C(CS(=O)(=O)Cc1ccccc1)Nc1nnc(C2CCCCC2)s1
→ /	-4%	-0.3	4%	22%	0%	-4%	36%
Cc1cccc(-n2c(SCC(=O)N3CCCC3)nnc2-c2ccccn2)c1C
→ 0	4%	0.5	0%	6%	-9%	-2%	5%
COc1ccccc1N1CCN(C(=O)CCc2ccc(S(=O)(=O)NC(C)C)cc2)CC1
→ 1	3%	-0.4	-1%	14%	-3%	-30%	18%
Cc1ccc(NC(=O)c2cccs2)cc1
→ /	11%	-1.0	-4%	-31%	-9%	-13%	28µM*
COc1ccc(C(=O)Nn2c(C)nnc2-n2nc(C)cc2C)cc1OC
→ /	-4%	1.0	-2%	10%	-3%	0%	-3%
COc1ccc(N2CCN(C(=O)C(=O)c3c(C)[nH]c4ccccc34)CC2)cc1
→ -1	5%	-0.6	-3%	/	-5%	-7%	?
Cc1ccc(-c2cc(C(=O)NC3CCCCC3)no2)cc1
→ -3	5%	-0.1	18%	5%	10%	-2%	11%
COCCCNC(=O)CCCOc1ccccc1
→ /	4%	-0.8	13%	-6%	1%[57.1 µM]	3%	-2%
O=S(=O)(c1ccc(-c2ccon2)s1)N1CCOCC1
→ -2	4%	0.4	-11%	15%	-4%	-4%	4%
O=c1[nH]c(=O)n(Cc2ccco2)c2c1C(C(F)(F)F)(C(F)(F)F)N=C(CCC1CCCCC1)N2
→ -5	-2%	-1.3	-6%	3%	0%	-11%	13%
O=C(c1[nH]c(C(F)(F)F)nc1-c1ccccc1)N1CCCCC1
→ 9	7%	0.5	-2%	-2%	-3%	2%	0%
Cc1ccc(C)c(S(=O)(=O)N/N=C2/CCCc3ccccc32)c1
→ 11	0%	0.8	-8%	13%	-3%	-3%	28%
CC(=O)c1c(C)[nH]c(C(=O)COC(=O)c2cccs2)c1C
→ -2	10%	-3.0	-9%	-5%	-1%	-12%	/

Values run as follows: PI5P4K alpha inh	EPAC1 ag	IL2 activator	EPAC1 antag	Abeta yeast res	WRN helicase inh	PLK1 PBD inh	FUS suppressor
CCOc1nc(NCCN2CCOCC2)nc(Nc2ccc([N+](=O)[O-])cc2)n1
→ -7	-10%	0.5	-9%	-14%	-9%	-16%	16%
CCCCn1c(=O)c(CCC(=O)OCC(=O)NC(=O)NCCOC)nc2ccccc21
→ 0	1%	0.0	4%	1%	3%	4%	14%
Cc1cc(OCC(=O)NNC(=S)NCC2CCCO2)cc(C)c1Cl (stereo not drawn)
→ -5	12%	-4.7	-22%	5%	?	-22%	/
CC1CCN(c2nc3ccccc3nc2C(C#N)C(=O)OC2CCCCC2)CC1 (stereo not drawn)
→ /	2%	-1.3	10%	-8%	-4%	-9%	19%
CCC1CCCCN1C(=S)NC(=O)c1cccc([N+](=O)[O-])c1 (stereo not drawn)
→ -5	8%	-2.2	-26%	?	0%	-13%	18%
CCOC(=O)N1CCN(CC(=O)Nc2ccc(F)c(F)c2)CC1
→ 0	-4%	2.8	?	-17%	-10%	-6%	9%
c1ccc(COc2ccc(CNCc3cccnc3)cc2)cc1
→ -4	0%	3.0	11%	-17%	-5%	-22%	18%
COc1ccc(Cl)cc1NC(=O)CSc1nc2[nH]ncc2c(=O)[nH]1
→ -13	1%	-2.6	1%	-8%	1%	-5%	-17%
COc1ccc(NC(=O)C2CCCNC2)cc1OCC(C)C (stereo not drawn)
→ -4	-7%	-0.9	-10%	13%	2%	-7%	-52%
c1cncc(-c2ccnc3ncnn23)c1
→ -1	5%	0.7	2%	0%	0%	-21%	-1%
CC(C)CC(COCc1cccc(Cl)c1)N1CCN(C(=O)c2cccc(C(F)(F)F)c2)CCC1=O (stereo not drawn)
→ -3	-24%	-0.5	?	-3%	-4%	-15%	37%
Cc1cc(C)c(Nc2ncccc2C(=O)O)c(C)c1
→ -1	-2%	-0.8	-4%	-13%	0%	1%	-5%
CNC(=O)C1CC(=O)N(c2ccc(OCC(=O)Nc3ccccc3C)cc2)C1 (stereo not drawn)
→ 5	8%	-2.9	6%	0%	-8%	-1%	-2%
CCCCNC(=O)CSc1nc(CCC)nc2ccccc12
→ -3	4%	0.0	-6%	-9%	10%	4%	-10%
O=C(NCc1nnnn1-c1ccc(Cl)cc1)c1ccc2c(c1)OCO2
→ 3	11%	0.5	-1%	-14%	8%	-15%	-39%
CCCN(C)C1CN(Cc2cn(Cc3cccc(C(F)(F)F)c3)nn2)S(=O)(=O)C1 (stereo not drawn)
→ 8	-4%	0.8	12%	-13%	0%	-14%	-5%
CCNS(=O)(=O)c1ccc(CCC(=O)NCc2ccccc2)cc1
→ 7	8%	-1.2	-4%	-6%	-4%	-8%	-10%
CC(C)(C)NC(=O)NC(=O)COC(=O)Cc1c(F)cccc1Cl
→ 1	-5%	0.0	-2%	?	-1%	-6%	17%
CC(NCCC1(Cc2ccccc2Cl)CCOC(C)(C)C1)c1cccs1 (stereo not drawn)
→ -3	2%	-3.0	-4%	9%	2%	-9%	5%
COc1ccc(-c2nn(-c3ccccc3)cc2C(=O)NC2CC2)cc1
→ -8	-6%	2.2	-24%	-10%	4%	-3%	11%
CC1(C(=O)NCc2ccc3c(c2)OCO3)CCN1Cc1csc2ccccc12 (stereo not drawn)
→ 1	-21%	-0.5	-16%	4%	0%	3%	-8%
